NFkB transloc pot – enhances IL-1B driven NFkB nuclear translocation. actives 0.3% (n = 94,000). activation, % at 2 µM. HUVEC IL-1B NFkB p65 nuclear translocation imaging. AID 819;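 active means activation above 40%, about the mean plus 3 SD, also judged a hit on visual image review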;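 further: percent activation is computed from the nuclear over cytoplasmic p65 intensity ratio; values of inactives mirror those of a sister screen read the other way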
MRP resist rev – reverses drug resistance mediated by MRP; H69AR cells + 2 uM doxorubicin, CellTiter-Glo, 72 h; differential viability (reversal), % at 10 µM; actives 0.04% (n = 85,000); AID 602;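 active means viability drop by adding the cancer drug above about 55%, with treated viability meeting a 40% cutoff, limit read from the data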;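 further: viability without doxorubicin minus viability with 2 µM doxorubicin for each compound; larger differential means the compound sensitizes cells more to doxorubicin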
Bcl-B TR3 displacers – displacers of TR3 peptide from Bcl-B, primary screen, selectivity assay for Bfl-1 inhibitor project, biochemical, fluorescence polarization. one-dose displacement, % at 20 µM; IC50 in µM for titrated hits. AID 748. actives 0.11% (n = 96,000). FP displacement of FITC-TR3 peptide from Bcl-B; higher % means a stronger effect;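 active means displacement above 50% at 20 µM plus a fluorescence interference ratio under 1.5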;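 further: plate controls were wells without compound for no effect and wells lacking Bcl-B protein for full effect; a part of the inactive calls stands beside numbers as strong as those of hits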
PLAP inhibition – PLAP enzyme inhibitors, biochemical, luminescence, HTS (AID 690); purified PLAP, luminescent substrate; higher % means a stronger effect; one-dose inhibition, % at 20 µM; IC50 in µM for titrated hits; actives 0.08% (n = 96,000); in the data active means a potency from the dose series; inactive means the rest, 99 in 100 with inhibition below about 30%; further: strong numbers were not always called active
IL1B NFkB inh – blocks IL-1B driven NFkB nuclear translocation in HUVEC cells. HUVEC IL-1B NFkB p65 nuclear translocation imaging. inhibition, % at 2 µM. actives 0.43% (n = 94,000);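 active means inhibition above about 30% together with a positive call from visual inspection of the well image, limit read from the data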;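 further: nuclear over cytoplasmic p65 intensity ratio measured by imaging; 0% = IL-1B stimulated DMSO wells and 100% = unstimulated DMSO wells; values of inactives mirror those of a sister screen read the other way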
MRP resist rev cytotoxicity – recorded beside MRP resist rev, whose call it bears; viability, %; H69AR cells, CellTiter-Glo, 72 h; measured here: cytotoxicity without doxorubicin
MRP resist rev with doxorubicin – second read-out of MRP resist rev, no call of its own (marks repeat the call); viability, %; measured here: viability with 2 uM doxorubicin; stronger effect = lower value
IL1B NFkB inh cell count 2 µM – also measured in IL1B NFkB inh; calls as there; cell count; measured here: cells passing quality filter;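 raw number of nuclei counted in each imaged well without normalization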
NFkB transloc pot cell count 2 µM – further read-out of NFkB transloc pot, marked with its call; cell count; measured here: cells passing quality filter
* hit, by the source's call; x = not tested or not shown. This is a subset; rates above refer to the full screens.

SMILES	NFkB transloc pot	NFkB transloc pot cell count 2 µM	MRP resist rev	MRP resist rev cytotoxicity	MRP resist rev with doxorubicin	Bcl-B TR3 displacers	PLAP inhibition	IL1B NFkB inh	IL1B NFkB inh cell count 2 µM
Cc1ccc(C(=O)Nc2nc3ccccc3c(=O)s2)cc1	12	144	-5	87	92	2%	-94%	-12	144
O=C(CSc1nnc(-c2cccs2)n1-c1ccccc1)N1CCCC1	19	106	-11	88	99	-2%	-4%	-19	106
CS(=O)(=O)N(CC(=O)NCC1CCCO1)c1ccc(F)c(Cl)c1 (configuration not stated)	-1	95	20	104	84	-9%	0%	1	95
CC(C)(Oc1ccc(Cl)cc1)C(=O)Nc1ccc2oc(-c3ccncc3)nc2c1	11	169	11	87	76	-4%	-19%	-11	169
Cc1nc2c(C(=O)NCc3ccc4c(c3)OCO4)cnn2c(C)c1Cc1ccc(F)cc1Cl	-3	111	-9	44	53	-4%	-29%	3	111
CC(=O)NC(CCS(C)(=O)=O)C(=O)Nc1ccccc1C (configuration not stated)	4	84	-6	92	98	-4%	-6%	-4	84
CCCN1C(=O)C(O)(CC(=O)c2cccc(OC)c2)c2ccccc21 (configuration not stated)	15	110	-38	28	65	-6%	1%	-15	110
Nn1c(SCC(=O)Nc2ccc3c(c2)OCO3)nnc1-c1ccccc1	8	197	-9	87	96	9%	14%	-8	197
Nc1c(C(=O)NCCN2CCOCC2)c2nc3ccccc3nc2n1-c1cccc(F)c1	x	x	-10	50	59	10%	-99%	x	x
Cc1ccccc1NC(=O)C(=O)NCc1ccccn1	10	117	x	x	x	-5%	9%	-10	117
Nc1c(C(=O)O)nnn1Cc1ccccc1	0	65	4	107	103	2%	27%	0	65
CCOc1ccccc1Nc1nc(N)nc(CSc2nncn2C)n1	17	115	11	99	88	-5%	14%	-17	115
Cc1ccc(OCC(=O)Nc2ccc(F)cc2)cc1	-5	68	5	102	98	-3%	16%	5	68
c1ccc(OCCCCn2cnc3ccccc32)cc1	11	93	3	105	101	2%	3%	-11	93
COc1cc(/C=N/NC(=O)Nc2cccc3nsnc23)cc(OC)c1OC	13	66	x	x	x	-17%	21%	-13	66
CC1CC(C)CN(S(=O)(=O)c2ccc(C(=O)Nc3nnc(-c4cccs4)o3)cc2)C1 (configuration not stated)	7	181	-27	45	71	9%	-12%	-7	181
c1ccc(CCCNc2ncnc3nc[nH]c23)cc1	x	x	3	85	83	2%	-87%	x	x
CNC(=O)c1ccc(-c2ccc(OC)cc2)s1	-4	178	21	96	75	5%	16%	4	178
O=C(CCn1c(=O)[nH]c2ccsc2c1=O)N1CCN(c2cccc(Cl)c2)CC1	-9	132	-22	76	99	-12%	-8%	9	132
CCc1ccc(/C=C\C(=O)N2CCc3ccccc3C2)cc1	4	152	x	x	x	-8%	22%	-4	152

Arranged by number of heavy atoms (rising): some entries from above
SMILES	NFkB transloc pot	NFkB transloc pot cell count 2 µM	MRP resist rev	MRP resist rev cytotoxicity	MRP resist rev with doxorubicin	Bcl-B TR3 displacers	PLAP inhibition	IL1B NFkB inh	IL1B NFkB inh cell count 2 µM
Nc1c(C(=O)O)nnn1Cc1ccccc1	0	65	4	107	103	2%	27%	0	65
CNC(=O)c1ccc(-c2ccc(OC)cc2)s1	-4	178	21	96	75	5%	16%	4	178
c1ccc(CCCNc2ncnc3nc[nH]c23)cc1	x	x	3	85	83	2%	-87%	x	x
c1ccc(OCCCCn2cnc3ccccc32)cc1	11	93	3	105	101	2%	3%	-11	93
CC(=O)NC(CCS(C)(=O)=O)C(=O)Nc1ccccc1C (configuration not stated)	4	84	-6	92	98	-4%	-6%	-4	84
CCc1ccc(/C=C\C(=O)N2CCc3ccccc3C2)cc1	4	152	x	x	x	-8%	22%	-4	152
CS(=O)(=O)N(CC(=O)NCC1CCCO1)c1ccc(F)c(Cl)c1 (configuration not stated)	-1	95	20	104	84	-9%	0%	1	95
CCOc1ccccc1Nc1nc(N)nc(CSc2nncn2C)n1	17	115	11	99	88	-5%	14%	-17	115
Nn1c(SCC(=O)Nc2ccc3c(c2)OCO3)nnc1-c1ccccc1	8	197	-9	87	96	9%	14%	-8	197
COc1cc(/C=N/NC(=O)Nc2cccc3nsnc23)cc(OC)c1OC	13	66	x	x	x	-17%	21%	-13	66
O=C(CCn1c(=O)[nH]c2ccsc2c1=O)N1CCN(c2cccc(Cl)c2)CC1	-9	132	-22	76	99	-12%	-8%	9	132
CC(C)(Oc1ccc(Cl)cc1)C(=O)Nc1ccc2oc(-c3ccncc3)nc2c1	11	169	11	87	76	-4%	-19%	-11	169
CC1CC(C)CN(S(=O)(=O)c2ccc(C(=O)Nc3nnc(-c4cccs4)o3)cc2)C1 (configuration not stated)	7	181	-27	45	71	9%	-12%	-7	181
Nc1c(C(=O)NCCN2CCOCC2)c2nc3ccccc3nc2n1-c1cccc(F)c1	x	x	-10	50	59	10%	-99%	x	x
Cc1nc2c(C(=O)NCc3ccc4c(c3)OCO4)cnn2c(C)c1Cc1ccc(F)cc1Cl	-3	111	-9	44	53	-4%	-29%	3	111

(continued)
SMILES	NFkB transloc pot	NFkB transloc pot cell count 2 µM	MRP resist rev	MRP resist rev cytotoxicity	MRP resist rev with doxorubicin	Bcl-B TR3 displacers	PLAP inhibition	IL1B NFkB inh	IL1B NFkB inh cell count 2 µM
O=C(COC(=O)c1ccccn1)NCCCc1ccccc1	-1	77	-4	87	91	3%	10%	1	77
O=C(CN1CCc2ccccc2C1)NCc1ccco1	4	139	x	x	x	8%	-41%	-4	139
CCOC(=O)c1c(-c2ccccc2)oc2cc(CN(C)C)c(O)c(CN(C)C)c12	6	81	-16	10	26	x	x	-6	81
CCC1CCCCN1C(=O)CSc1nnc(-c2ccc3c(c2)OCCO3)o1 (configuration not stated)	3	147	x	x	x	-3%	-57%	-3	147
Cc1nn(C(C)C(=O)N2CCCCC2)c(=O)c2c1sc1ccccc12 (configuration not stated)	-7	169	x	x	x	10%	3%	7	169
CCN(CC)S(=O)(=O)c1cc([N+](=O)[O-])ccc1NNC(=O)Nc1ccccc1	1	136	0	90	90	1%	3%	-1	136
O=C1NCCCC1C(=O)N1CCN(C(=O)c2ccco2)CC1 (configuration not stated)	x	x	0	102	102	10%	-7%	x	x
Cc1cc(NC(=O)COc2cccc(Oc3ccccc3)c2)no1	18	117	x	x	x	2%	15%	-18	117
CCOC(=O)C1=C(C)N=c2s/c(=C\c3ccc(OC(C)=O)c(OCC)c3)c(=O)n2C1/C=C/c1ccccc1 (configuration not stated)	16	115	x	x	x	-71%	4%	-16	115
c1ccc(Oc2cc(-n3cccn3)ncn2)cc1	6	187	12	89	77	4%	5%	-6	187
O=C(NCCc1ccc(Cl)cc1)C1CCN(S(=O)(=O)c2ccc(-n3cnnn3)cc2)CC1	8	68	x	x	x	0%	12%	-8	68
CC(=O)N(CCO)Cc1cc2cc(C)cc(C)c2[nH]c1=O	-5	113	-6	98	103	-11%	0%	5	113
CCOc1ccc(S(=O)(=O)N2c3ccccc3CC2C)cc1 (configuration not stated)	10	106	-29	25	54	7%	-5%	-10	106
CCn1cc(C(=O)NCCCOC)c2cc(OC)c(OC)cc2c1=O	x	x	5	97	92	-7%	11%	x	x
COC(=O)NC(NC(=S)Nc1ccc([N+](=O)[O-])cc1)C(Cl)(Cl)Cl (configuration not stated)	9	117	7	81	74	x	x	-9	117
Cc1sc2ncn(CC(=O)OC(C)C)c(=O)c2c1C	-2	116	x	x	x	-19%	-10%	2	116
COc1ccc(C2=NOC(C(=O)Nc3cc(C)nn3-c3ccccc3)C2)cc1OC (configuration not stated)	13	176	7	87	80	-3%	-1%	-13	176
COc1ccc2occ(C(C)=O)c2c1	25	212	-13	85	98	7%	-13%	-26	212
CCCN1CCCc2ccccc21	2	187	-8	99	107	5%	3%	-2	187
COc1ccc2oc(/C=C/N(C)C)c(C(=O)c3ccc(Cl)cc3)c2c1	10	171	x	x	x	-62%	-1%	-10	171
N#Cc1ccc(CSc2nnc(Cc3cccs3)n2Cc2ccco2)cc1	26	114	4	79	75	-11%	-43%	-26	114
Cc1ccc(NC(=O)C(=S)NCc2ccco2)cc1	7	133	x	x	x	5%	6%	-7	133
CC(C)(C)c1cc(NC(=O)COc2ccc(Br)cc2)n(-c2ccccc2)n1	7	168	x	x	x	-1%	10%	-7	168
Cc1csc(NC(=O)c2sc3nc(-c4cccs4)ccc3c2N)n1	6	165	-14	65	78	-12%	-4%	-6	165
Cc1ccccc1C(=O)N1CCN(c2ccc([N+](=O)[O-])c(N3CCOCC3)c2)CC1	11	162	x	x	x	2%	-30%	-11	162
O=C(CN(Cc1ccc(F)cc1)C(=O)c1ccco1)NCc1ccc(F)cc1	18	145	x	x	x	5%	9%	-18	145
Cc1cc(C)c(S(=O)(=O)Nc2ccc(O)cc2)c(C)c1	-1	61	0	95	95	3%	1%	1	61
O=C(Nc1cccnc1)C1OCCc2ccccc21 (configuration not stated)	-2	94	0	98	98	8%	-25%	2	94
COc1ccccc1N1CCN(C(=O)c2cn(-c3ccccc3)nc2-c2cccnc2)CC1	7	139	-56	22	78	11%	-69%	-7	139
Cc1ccsc1C(=O)Nc1cc(C(C)(C)C)nn1-c1ccccc1	24	162	x	x	x	-6%	0%	-24	162
CCCCCSc1nc(O)cc(=O)[nH]1	7	59	3	105	102	-1%	-35%	-7	59
Cc1cccc(Cn2cnc3c(NS(C)(=O)=O)c(C)c(C)cc32)c1	4	171	x	x	x	-7%	14%	-4	171
COc1cccc(-n2c(SCC(=O)NC(C)(C)C)nnc2-c2ccoc2C)c1	19	140	9	94	85	-15%	-1%	-18	140
CCCCOc1cc(C)nc(NCc2ccccc2)n1	21	122	-39	58	97	1%	-18%	-21	122
C/C(N)=C(/C#N)C(=O)COC(=O)C1CCC(C(C)(C)C)CC1 (configuration not stated)	-13	83	8	88	81	-15%	-65%	13	83
CSc1nnc(NC(=O)c2ccc(C)c(S(=O)(=O)N3CCOCC3)c2)s1	5	76	14	89	75	-12%	2%	-5	76
COC(=O)c1ccc2c(c1)N(C)C(=O)CS2	9	198	-6	88	94	-4%	7%	-9	198
Cc1[nH]c(=O)[nH]c(=O)c1S(=O)(=O)NCCc1ccc(S(N)(=O)=O)cc1	x	x	-4	92	96	2%	18%	x	x
CC(C)c1nnc(SCC(=O)Nc2ccc3c(c2)OCO3)n1C	-6	104	8	92	84	x	x	6	104
O=C(Cn1cnc2ccccc2c1=O)c1ccc2ccccc2c1	5	84	15	111	96	-9%	20%	-5	84
Cc1cc(C)cc(OCC(=O)OCC(=O)NCc2ccco2)c1	-1	144	x	x	x	-14%	3%	1	144
COc1ccc(CN2CC(C(=O)NCc3ccccn3)CC2=O)cc1 (configuration not stated)	13	158	16	104	89	0%	0%	-13	158
COc1ccc(N=C/C=C2\C=C(c3ccccc3)OC(C)(C)O2)cc1	0	164	-13	74	86	x	x	0	164
CC1CC(C)CN(C(=O)c2ccncc2)C1 (configuration not stated)	7	187	-2	102	104	8%	8%	-7	187
CCC(C)N1C(=O)CCC1C(=O)N1CCN(c2ccccc2F)CC1 (configuration not stated)	7	151	12	101	89	9%	4%	-7	151
COc1ccc(N2C(=O)CSC2c2ccc3c(c2)OCO3)c(OC)c1 (configuration not stated)	x	x	x	x	x	3%	-11%	x	x
O=C(Oc1cccc2c(=O)[nH]ccc12)c1ccccc1	-7	125	0	100	99	13%	13%	7	125
O=C(Nc1ccccc1)NC1(C(=O)N2CCN(C(=O)c3ccco3)CC2)CCCCC1	19	121	10	104	94	-4%	x	-19	121
COc1ccc(-c2csc(NC(=O)c3cc(C)on3)c2C#N)cc1OC	-5	169	13	93	81	4%	5%	6	169

Compound profiles, from the list above. Values in the order: NFkB transloc pot	NFkB transloc pot cell count 2 µM	MRP resist rev	MRP resist rev cytotoxicity	MRP resist rev with doxorubicin	Bcl-B TR3 displacers	PLAP inhibition	IL1B NFkB inh	IL1B NFkB inh cell count 2 µM
O=C(Oc1cccc2c(=O)[nH]ccc12)c1ccccc1 as listed: -7	125	0	100	99	13%	13%	7	125
Cc1cc(C)cc(OCC(=O)OCC(=O)NCc2ccco2)c1 as listed: -1	144	x	x	x	-14%	3%	1	144

Bioassay records from PubChem.
